CHO parental Ca: signal in parental CHO cells, OX1R antagonist counter-screen; parental CHO-K1, ATP-induced calcium, Fluo-8 fluorescence; inhibition, % at 5.6 µM; 330,000 compounds, 0.63% hits; AID 463079;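 active = inhibition above that plate's mean sample inhibition plus 3 SD, cut at about 26% in these data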;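 note: 0% = ATP-challenged DMSO wells and 100% = DMSO wells without ATP; some compounds past the cut are filed as inactive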
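test system = CHO parental line | reagent = ATP stimulus | measured by = intracellular calcium via Fluo-8 no-wash fluorescent dye | control set = ATP and no-ATP DMSO wells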
TAAR1 antag: human TAAR1 antagonism; inhibition, % at 3 µM; Q96RJ0; 360,000 compounds, 1.5% hits; CHO RD-HGA16 TAAR1, Fluo-8 calcium fluorescence, antagonist; AID 624466;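 active = inhibition above a per-plate cutoff, the mean inhibition of test compounds on that plate plus 3 SD, cut at about 49% in these data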;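 note: 0% = DMSO plus EC80 beta-PEA response and 100% = DMSO alone without agonist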
Target sequence (Q96RJ0 whole entry, looked up): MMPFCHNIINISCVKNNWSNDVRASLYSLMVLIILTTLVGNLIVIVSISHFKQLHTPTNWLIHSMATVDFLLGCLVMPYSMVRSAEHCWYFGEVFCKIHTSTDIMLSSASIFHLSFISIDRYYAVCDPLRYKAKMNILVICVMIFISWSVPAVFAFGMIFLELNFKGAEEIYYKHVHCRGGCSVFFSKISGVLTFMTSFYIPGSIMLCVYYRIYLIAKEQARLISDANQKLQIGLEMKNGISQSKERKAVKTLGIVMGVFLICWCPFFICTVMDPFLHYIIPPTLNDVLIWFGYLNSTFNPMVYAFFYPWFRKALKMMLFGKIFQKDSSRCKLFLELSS
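System: RD-HGA16 CHO cells with stable hTAAR1 and Gα16 | Probe or stimulus: EC80 β-phenethylamine stimulus | Dosing: 3 µM, single point | Times: Dye loading 75 min at 37 °C, then 30 min room temperature | Measured by: Fluo-8 calcium-sensitive fluorescence | Read-out basis: % inhibition of agonist calcium response | Replicates: n of 1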
V1R ag counter: V1a receptor agonism, counter-screen for OXTR agonists | activation, % at 3 µM | 320,000 compounds, 0.25% hits | CHO-V1R cells, Fluo-8 calcium fluorescence, agonist mode; 0% DMSO, 100% 3 nM vasopressin | P37288;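 active = activation above the mean activation of all tested compounds plus 3 SD, per screening run, cut at about 20% in these data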;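 note: signal is peak over basal fluorescence ratio across a 100 second FLIPR read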
Target sequence (P37288 whole entry, looked up): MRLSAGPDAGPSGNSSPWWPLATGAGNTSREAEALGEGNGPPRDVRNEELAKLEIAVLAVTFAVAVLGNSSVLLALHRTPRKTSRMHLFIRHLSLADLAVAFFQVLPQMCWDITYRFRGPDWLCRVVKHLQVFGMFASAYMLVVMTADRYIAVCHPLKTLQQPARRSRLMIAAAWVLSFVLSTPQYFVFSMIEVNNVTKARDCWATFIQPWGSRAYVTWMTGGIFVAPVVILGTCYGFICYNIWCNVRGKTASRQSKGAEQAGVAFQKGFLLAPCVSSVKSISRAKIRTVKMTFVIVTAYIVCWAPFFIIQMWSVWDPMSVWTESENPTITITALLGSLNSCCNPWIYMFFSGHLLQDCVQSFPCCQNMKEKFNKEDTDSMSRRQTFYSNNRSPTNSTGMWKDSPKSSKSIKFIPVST
M1 PAM: human CHRM1 positive allosteric modulation; CHO-K1 hM1, Fluo-8 calcium fluorescence, ACh EC20; 0% = ACh EC20, 100% = maximal ACh; activation, % at 3 µM; 360,000 compounds, 0.088% hits; AID 588819; in the data active = activation above about 19%, passing the limit was not always enough
M1 ag: activates human CHRM1 receptor; P11229; activation, % at 3 µM; CHO-K1 hM1, Fluo-8 calcium fluorescence, agonist mode; 0% DMSO, 100% acetylcholine EC100; 360,000 compounds, 0.33% hits;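 active = activation above the run's mean compound activation plus 3 SD, cut at about 16% in these data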;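 note: peak over basal fluorescence ratio within a 140 s kinetic read after compound addition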
M1 antag: human CHRM1 antagonism; P11229; CHO-K1 hM1, Fluo-8 calcium fluorescence, ACh EC80 antagonist; inhibition, % at 3 µM; 360,000 compounds, 1.3% hits;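 active = percent inhibition above its own plate's cutoff, namely the mean of that plate's compound wells plus 3 SD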;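 note: peak over basal fluorescence ratio during 140 s after agonist addition; 0% = ACh EC80 plus DMSO and 100% = DMSO alone without agonist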
TAAR1 agonist: human TAAR1 agonism. Q96RJ0. CHO RD-HGA16 TAAR1, Fluo-8 calcium fluorescence; vehicle wells 0%, saturating PEA agonist 100%. activation, % at 3 µM. 360,000 compounds, 0.99% hits;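 active = activation above the mean activation of all test compounds in the run plus 3 SD, cut at about 38% in these data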
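Assay system – CHO-derived RD-HGA16 cells with stable Gα16 and human TAAR1 · Compound dosing – one-point dosing at 3 µM (nominal) · Incubation – 17-24 h seeding, 75 min 37 °C dye, 30 min RT · Measured by – kinetic Fluo-8 calcium fluorescence · Control set – DMSO vehicle as 0%, PEA at EC100 as 100% · Repeats – single well for each compound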
OXTR potentiator: human OXTR potentiation | activation, % at 3 µM | AID 2445 | CHO-OTR cells, Fluo-8 calcium fluorescence, potentiator mode; 0% = oxytocin EC15, 100% = EC100 | P30559 | 320,000 compounds, 0.061% hits;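 active = activation above that plate's cutoff, the mean activation of tested compounds plus 3 SD, cut at about 6.6% in these data, passing the limit was not always enough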;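 note: 100% uses oxytocin at 75 nM as the full agonist control; some results filed as inactive read as strong as hits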
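test system = CHO-OTR cells, human receptor | compound = single-point 3.0 µM | schedule = 6 min compound pre-incubation at room temperature, 100 s kinetic read | signal = Fluo-8 no-wash calcium dye fluorescence, excitation 470-495 nm, emission 515-575 nm | repeats = single well per compound, singlicate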
OXTR ag: agonists of human oxytocin receptor; activation, % at 3 µM; CHO-OTR cells, Fluo-8 calcium fluorescence; normalized: DMSO 0%, oxytocin 100%; 320,000 compounds, 0.32% hits; AID 2435;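 active = activation above the mean of all tested compounds plus 3 SD, cutoff set per screening run, cut at about 20% in these data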;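 note: peak over basal fluorescence ratio from a 100 s FLIPR kinetic read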
* hit, by the source's call; x = not tested or not shown.

SMILES | CHO parental Ca | TAAR1 antag | V1R ag counter | M1 PAM | M1 ag | M1 antag | TAAR1 agonist | OXTR potentiator | OXTR ag
COc1cc(C)c(CN2CCCCC2CO)cc1C (stereo not drawn) | -8 | -2 | -1.3 | -3 | -7 | 12 | 2 | -4 | 0.1
Cc1ccc(/C=N\NC(=O)CNC(=O)C23CC4CC(CC(C4)C2)C3)o1 | 0 | -5 | -1.0 | 2 | -2 | 1 | 0 | -7 | -0.7
CN(C)CCNc1oc(-c2cccc(Cl)c2)nc1C#N | -11 | -8 | 0.2 | 3 | -5 | 4 | 4 | -14 | 0.4
O=C1CSC(c2nn(-c3ccccc3)cc2-c2cc3ccccc3oc2=O)N1Cc1ccco1 (stereo not drawn) | -9 | 20 | 1.1 | 7 | 10 | 7 | 2 | -3 | 1.4
CC(=O)NC(NC(=S)Nc1ccc(N=Nc2ccccc2C)cc1C)C(Cl)(Cl)Cl (stereo not drawn) | -1 | 3 | 1.2 | 11 | 0 | -2 | 2 | -11 | 0.2
Cc1cc(C)c(NC(=O)c2ccc(CNS(=O)(=O)c3cc(C(F)(F)F)ccc3Cl)cc2)c(C)c1 | -24 | 3 | -0.5 | -4 | -6 | -5 | 1 | -4 | -0.8
Cc1ccccc1Nc1nnc(SCc2nc3ccccc3c(=O)[nH]2)s1 | 2 | x | 0.2 | x | x | x | x | -1 | 1.8
O=C(Cc1ccc([N+](=O)[O-])cc1)Nc1cccc(C(=O)N2CCOCC2)c1 | 2 | -2 | 0.8 | 7 | -4 | -1 | 1 | -4 | 0.8
COCCN1CCN(C(=O)C2CCC(=O)N(CCc3ccc(Cl)cc3)C2)CC1 (stereo not drawn) | 7 | -20 | 0.1 | -1 | -2 | 19 | 7 | -2 | 0.1
CCOP(=O)(c1ccc(N(C)C)cc1)C(O)c1cc(OC)c(OC)c(OC)c1 (stereo not drawn) | -7 | -8 | -0.1 | 18 | -4 | -14 | 18 | -8 | -0.9
O=C(c1ccc2c(c1)OCO2)N1CCN=C1SCc1ccccc1 | 0 | 2 | -0.3 | 10 | -9 | -20 | -1 | 5 | -1.0
COc1ccc(CNC(=O)Cn2nc([N+](=O)[O-])c(Br)c2C)cc1 | -11 | -2 | -0.4 | -2 | -7 | -1 | -1 | 5 | -0.2
O=C(NCc1cccc(F)c1)c1ccc2nc(N3CCOCC3)sc2c1 | 6 | -9 | 1.4 | 1 | -5 | -2 | 4 | -5 | 0.9
CN(CCC#N)C(=O)CC1(Cc2ccccc2)CCOC(C)(C)C1 (stereo not drawn) | -8 | -19 | -0.7 | 12 | -2 | -13 | 2 | -3 | -0.1
O=c1ccc2cc(S(=O)(=O)Nc3ccc(Br)cc3)ccc2o1 | x | 15 | x | 1 | 1 | -1 | 7 | x | x
CCOC(=O)COc1cc(Br)c(/C=N/Nc2ccccc2)cc1OC | -8 | -2 | -0.8 | 10 | -4 | -6 | 1 | 2 | -1.1
CCN1CCc2nc(NC(=O)C(c3ccccc3)c3ccccc3)sc2C1 | -7 | -16 | -0.6 | 10 | 4 | -4 | -1 | -5 | 0.1
CCN=C1SC(C(=O)Nc2ccc(OC)cc2)CC(=O)N1CC (stereo not drawn) | -3 | 55* | 1.7 | -20 | -1 | 32* | 24 | -12 | 3.6
COc1ccc(/C=C/c2cccc[n+]2C)c(O)c1 | 1 | -12 | 0.5 | -3 | -10 | -4 | -1 | -10 | 0.8
C[C@H]1Cn2cnc(C(=O)NCc3ccc(CNC(=O)OC(C)(C)C)cc3)c2C(=O)N1 | x | -5 | x | 2 | -4 | -14 | 1 | x | x
COCCc1nc2ccc(C(=O)N(C)Cc3cccc(-n4nc(C)cc4C)c3)cc2o1 | x | -29 | x | 4 | -2 | -5 | 0 | x | x
Cc1ccc(NC(=O)Nc2cccn(Cc3c(F)cccc3Cl)c2=O)cc1 | -15 | 26 | -0.4 | 3 | -3 | -1 | 2 | -1 | -0.9
COc1ccc(C(=O)NCC(=O)N2CCNC(=O)C2)cc1OC | -1 | -15 | 1.1 | 8 | -2 | 0 | 6 | -7 | 0.5
Cc1ccc(C(=O)n2ncn(C)c2=S)cc1 | x | -6 | x | 8 | -2 | -6 | 3 | x | x
CC1=C(C(=O)N2CCCCCC2)CC(CC(=O)NC2CCCCC2)C(=O)N1Cc1ccc(C(C)(C)C)cc1 (stereo not drawn) | x | -18 | x | 6 | -3 | -2 | -1 | x | x
Cc1cc(C)n(C(=O)CNC(=O)c2ccc3c(c2)OCCO3)n1 | 0 | -18 | -0.9 | 7 | -3 | -13 | -3 | -11 | 0.6
CCS(=O)(=O)c1ccc(O)c(NC(=O)c2cc(-c3ccccn3)nc3ccccc23)c1 | -5 | 43 | 1.5 | 3 | 1 | 0 | 4 | 2 | 0.9
CC1(C)C(=O)Nc2ccccc2N1C(=O)COc1ncnc2c(Cl)cc(Cl)cc12 | -23 | 32 | 2.1 | -3 | -1 | 1 | 15 | -1 | 0.0
CCCNC(=O)COc1cccc(C(=O)NCc2ccccc2)c1 | -11 | 6 | 0.3 | -4 | -5 | 7 | 3 | -6 | 0.5
COc1ccc(C(CNC(=O)CNC(=O)c2cccc(C)c2)N2CCOCC2)cc1 (stereo not drawn) | -5 | -3 | 0.2 | 8 | -5 | -5 | 3 | 0 | 0.4
O=C(Nc1cccc([N+](=O)[O-])c1)c1[nH]ncc1Cl | -8 | 8 | 3.4 | 1 | 1 | 3 | 3 | -4 | 4.8
N/C(=N\NC(=O)c1ccccc1)c1cc2ccccc2oc1=O | 6 | -7 | 2.4 | 4 | -5 | -3 | 2 | -8 | -0.7
CC(C)(C)c1ccc2c(c1)OC(C(=O)N/N=C\c1ccccn1)CO2 (stereo not drawn) | -20 | -1 | 5.7 | 0 | -4 | -4 | 8 | -11 | 4.7
O=C(CN1C(=O)/C(=C\c2ccccc2Cl)Oc2ccccc21)NCc1cccnc1 | -24 | -20 | 0.0 | 0 | -5 | 4 | 18 | -10 | 0.3
CC(C)(C)N1CC(OC(N)=O)C1 | -8 | -15 | 0.6 | -3 | -10 | 3 | 3 | -3 | -0.3
COc1ccc(S(=O)(=O)n2cnc(C)c2)cc1 | 6 | 11 | 0.6 | 1 | -16 | 6 | 6 | -6 | -1.3
COc1ccc(-c2noc(CN(C)C(=O)c3ccc4c(c3)OCO4)n2)cc1OC | -8 | -18 | 4.4 | 12 | -1 | -18 | -2 | -10 | 0.0
O=C(COc1ncnc2ccccc12)NCCCN1CCCC1=O | -7 | -1 | -0.3 | 3 | -4 | 4 | 0 | 0 | 1.0
O=C(CCSc1ccc(Cl)cc1)c1ccco1 | -3 | -18 | 0.1 | 3 | -3 | -8 | -1 | -10 | 0.0
COc1ccc(Nc2nc(-c3cccs3)nc3ccccc23)cc1 | -30 | 0 | -0.1 | -1 | -10 | 10 | 3 | -8 | -2.6

Ordered by count of non-hydrogen atoms (descending): some entries from above.
SMILES | CHO parental Ca | TAAR1 antag | V1R ag counter | M1 PAM | M1 ag | M1 antag | TAAR1 agonist | OXTR potentiator | OXTR ag
COc1ccc(C(CNC(=O)CNC(=O)c2cccc(C)c2)N2CCOCC2)cc1 (stereo not drawn) | -5 | -3 | 0.2 | 8 | -5 | -5 | 3 | 0 | 0.4
CC(C)(C)c1ccc2c(c1)OC(C(=O)N/N=C\c1ccccn1)CO2 (stereo not drawn) | -20 | -1 | 5.7 | 0 | -4 | -4 | 8 | -11 | 4.7
CCCNC(=O)COc1cccc(C(=O)NCc2ccccc2)c1 | -11 | 6 | 0.3 | -4 | -5 | 7 | 3 | -6 | 0.5

Going on with the list.
SMILES | CHO parental Ca | TAAR1 antag | V1R ag counter | M1 PAM | M1 ag | M1 antag | TAAR1 agonist | OXTR potentiator | OXTR ag
O=C(c1cccc(Br)c1)c1coc2ccc(O)cc12 | -10 | -4 | -0.7 | 1 | -3 | -13 | 5 | 0 | -1.0
Cc1nn(Cc2ccccc2Cl)c(C)c1NC(=O)C1C2CCC(O2)C1C(=O)O (stereo not drawn) | x | -6 | x | 10 | -1 | -10 | 8 | x | x
Cc1ccc(Nc2ncc3c(n2)CC(C)(C)CC3=O)cc1 | -4 | 3 | -1.4 | 6 | -5 | 8 | 5 | 3 | -2.3
CCOC(=O)c1c(-c2ccccc2)csc1NC(=O)CCN1C(=O)c2ccccc2C1=O | -23 | -2 | -1.4 | -3 | -4 | -5 | 1 | -6 | -2.0
O=C(c1ccco1)N1N=C(c2ccc3nccnc3c2)CC1c1ccccc1 (stereo not drawn) | -27 | 12 | 1.9 | 9 | -2 | -8 | 5 | -7 | 1.8
Cc1cc(S(=O)(=O)N2CCOCC2)ccc1OCC(=O)N1CCCCC1 | -2 | -7 | 0.7 | 12 | -4 | -10 | 2 | -6 | 0.1
S=C(CN1CCCC1=S)N1CCOCC1 | -4 | -13 | 0.4 | 11 | -2 | -10 | 4 | -4 | -2.1
NNC(=O)C=C1CCN(c2ncc(C(F)(F)F)cc2Cl)CC1 | 2 | 4 | 0.2 | 7 | -4 | -11 | -1 | 0 | 1.0
CC1CCN(S(=O)(=O)c2ccc3c(c2)N(CC(=O)NCCN2C(C)CCCC2C)C(=O)CS3)CC1 (stereo not drawn) | -4 | -9 | 0.5 | -10 | -6 | 5 | 2 | -5 | -1.7
NC(=O)C1(N2CCCCC2)CCN(S(=O)(=O)c2cc(Cl)ccc2Cl)CC1 | -9 | 6 | 7.0 | 2 | 3 | -10 | 6 | -1 | 1.3
Cc1cc(Cl)c(S(=O)(=O)N2CCN(c3ccccn3)CC2)cc1OCC(=O)NC1CCCCC1 | 6 | 40 | 4.4 | -13 | -1 | 26* | 12 | -23 | -0.3
Cc1ccccc1C(=O)Nc1nc(SCc2ccc(Cl)cc2)n[nH]1 | -21 | -12 | -0.4 | -4 | -4 | 17 | 2 | -7 | -3.6
Cc1[nH]c2ccccc2c1NC(=O)CN1CCN(c2cccc(C(F)(F)F)c2)CC1 | -10 | 1 | 8.4 | 9 | -5 | -3 | 6 | -21 | 6.3
Cc1ccccc1CN(C)CC(=O)Nc1c(C)cccc1C(C)C | -15 | 4 | -1.2 | 9 | -2 | -17 | 4 | -9 | -2.0
CC(C)CC(NC(=O)CC12CC3CC(CC(C3)C1)C2)C(=O)NC1=NCCS1 (stereo not drawn) | -37 | 14 | -0.7 | 7 | -4 | -4 | 9 | -17 | -1.3
COc1ccc(C(=O)NCC(=O)N/N=C(C)\C=C\c2ccccc2)cc1OC | -13 | 16 | -0.3 | 3 | -12 | -2 | 2 | -16 | -1.7
Cc1ccc(C(=O)NCCCNC(=O)Cc2ccc(Cl)cc2)cn1 | 4 | -24 | -0.7 | 2 | -3 | -4 | 2 | -8 | -0.7
